human PMI inhibitors: MPI inhibition at elevated mannose 6-phosphate – biochemical, fluorescence intensity, high mannose 6-phosphate, primary screen (AID 1220); inhibition, % at 20 µM; hits with a dose series show IC50 in µM; actives 0.66% (n = 190,000); recombinant PMI enzyme, coupled fluorescence intensity; higher % means a stronger effect
human PMI inhibition: inhibitors of human PMI, primary screen, biochemical, fluorescence intensity, coupled assay (AID 1209) | actives 0.42% (n = 190,000) | purified PMI enzyme, coupled fluorescence intensity; higher % means a stronger effect | inhibition, % at 20 µM; hits with a dose series show IC50 in µM;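 note: plate controls were DMSO vehicle for no effect and wells lacking substrate for full effect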
TNAP activators: stimulation of alkaline phosphatase TNAP activity – biochemical, luminescent, no phosphate acceptor, uHTS, primary screen (AID 1001); purified TNAP, luminescent activation assay, no phosphate acceptor; higher activation fold means a stronger effect; activation fold at 20 µM, or EC50 in µM where a hit was titrated; actives 0.03% (n = 200,000); in the data active = activation fold from about 3, or a potency from the dose series; inactive = the rest, 99 in 100 with activation fold below about 1.6; note: many of its hits are not listed in these tables
XIAP antagonists: small molecules displacing peptide from XIAP – biochemical, IAP family, fluorescence polarization (AID 1018); XIAP BIR domain, fluorescence polarization peptide displacement; higher % means a stronger effect; one-dose displacement, % at 20 µM; IC50 in µM for titrated hits; actives 0.007% (n = 200,000); in the data active = displacement above about 50%; note: a part of the inactive calls stands beside numbers as strong as those of hits
KOR beta-arrestin-1: KOR antagonists, beta-arrestin recruitment, cell-based, luminescence, uHTS (AID 1778); actives 0.091% (n = 290,000); one-dose inhibition, % at 10 µM; IC50 in µM for titrated hits; KOR beta-arrestin recruitment, luminescence, antagonist mode; higher % means a stronger effect; note: strong numbers were not always called active
NOD1 inhibition: inhibition of NOD1-driven NF-kB reporter – cell-based, luminescence, uHTS, primary screen (AID 1578); NOD1-driven NF-kB luciferase reporter cells, luminescence; higher % means a stronger effect; actives 1% (n = 290,000); inhibition, % at 4 µM; hits with a dose series show EC50 in µM; in the data active = inhibition mostly above about 36%, no sharp cut-off; inactive = mostly below about 34%;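 note: HEK-293T reporter cells stimulated with the NOD1 agonist gamma-tri-DAP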
KOR beta-arrestin-2: KOR agonists, beta-arrestin recruitment, primary screen, cell-based, luminescence, uHTS (AID 1777) | KOR beta-arrestin recruitment, luminescence; higher % means a stronger effect | activation, % at 10 µM; hits with a dose series show EC50 in µM | actives 0.02% (n = 280,000); in the data active = activation above about 50%, passing the limit was not always enough; note: a part of the inactive calls stands beside numbers as strong as those of hits
LYP phosphatase: PTPN22 lymphoid phosphatase activity blockers – biochemical, fluorescence intensity, uHTS (AID 1779); recombinant LYP phosphatase, fluorescence intensity; higher % means a stronger effect; actives 0.054% (n = 290,000); inhibition, % at 11.5 µM, or IC50 in µM where a hit was titrated;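 note: plate controls were vehicle with enzyme for no effect and no enzyme for full effect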
HEK293 NOD2/NF-kB: NOD2 signaling inhibitors, cell-based, luminescence, uHTS, HEK293 (AID 1566) | HEK293 NOD2/NF-kB luciferase reporter, luminescence; higher % means a stronger effect | actives 0.63% (n = 290,000) | inhibition, % at 4 µM; hits with a dose series show EC50 in µM; note: many of its hits are not listed in these tables
Starred values were filed as active, the others as inactive; [ ] = remark or other dose. Cut-off read from the data, not from the text of the source, unless noted: active = inhibition above about 50%; inactive = the rest. A portion of the library. The share of hits here may be higher or lower than overall.

`COc1ccccc1N1CCN(CC(=O)NC(=O)NCc2ccco2)CC1` gave human PMI inhibitors 12.0%, human PMI inhibition 15.5%, TNAP activators 1, XIAP antagonists -6.1%, KOR beta-arrestin-1 2.2%, NOD1 inhibition -49.2%, KOR beta-arrestin-2 -1.6%, LYP phosphatase -4.7% and HEK293 NOD2/NF-kB 7.1%.
COC(=O)NC1(C(F)(F)F)NC(=O)N(C2CCCCC2)C1=O (configuration not stated) was read as human PMI inhibitors -0.6%, human PMI inhibition 4.1%, TNAP activators 1, XIAP antagonists -8.3%, KOR beta-arrestin-1 41.8%, NOD1 inhibition 9.2%, KOR beta-arrestin-2 -3.9%, LYP phosphatase -4.9% and HEK293 NOD2/NF-kB -2.0%.
COC(=O)c1cc(NC(=O)Cc2cccs2)cc(C(=O)OC)c1 was read as KOR beta-arrestin-1 -25.7%[20 µM], NOD1 inhibition 17.6%, KOR beta-arrestin-2 0.0%, LYP phosphatase -4.1% and HEK293 NOD2/NF-kB 7.2%.
For CCn1c(=O)c(=O)n(CC)c2cc(S(=O)(=O)Nc3cc(C)ccc3C)ccc21 the results were KOR beta-arrestin-1 -12.6%, NOD1 inhibition -19.6%, KOR beta-arrestin-2 2.0%, LYP phosphatase -7.9% and HEK293 NOD2/NF-kB 5.0%.
For O=C(Nc1nnc(-c2ccncc2)s1)Nc1ccccc1F the results were human PMI inhibitors -1.8%, human PMI inhibition 1.3%, TNAP activators 1.1, XIAP antagonists -3.0%, KOR beta-arrestin-1 1.5%, NOD1 inhibition 25.1%, KOR beta-arrestin-2 -3.9%, LYP phosphatase -4.5% and HEK293 NOD2/NF-kB -24.2%.
CCCCn1cc([N+](=O)[O-])nc1C was read as KOR beta-arrestin-1 12.7%, NOD1 inhibition -2.9%, KOR beta-arrestin-2 -0.2%, LYP phosphatase -3.1% and HEK293 NOD2/NF-kB 2.0%.
CSc1ccccc1OCc1cc(C(=O)N(C)Cc2nonc2C)no1 was read as KOR beta-arrestin-1 -17.1%, NOD1 inhibition -60.5%, KOR beta-arrestin-2 4.5%, LYP phosphatase -4.9% and HEK293 NOD2/NF-kB -41.4%.
Cc1cc(C(=O)CN2C(=O)c3ccccc3S2(=O)=O)c(C)n1-c1ccccc1 was read as human PMI inhibitors 4.0%, human PMI inhibition 12.1%, TNAP activators 1, XIAP antagonists -15.0%, KOR beta-arrestin-1 0.8%, NOD1 inhibition 94.4%*, KOR beta-arrestin-2 -2.2%, LYP phosphatase -10.6% and HEK293 NOD2/NF-kB 64.2%*.
`CCOC(=O)c1ccc(NS(=O)(=O)CC)cc1` gave human PMI inhibitors 2.0%, human PMI inhibition -0.3%, TNAP activators 1.1, XIAP antagonists 0.1%, KOR beta-arrestin-1 2.2%, NOD1 inhibition -24.4%, KOR beta-arrestin-2 -0.3%, LYP phosphatase 1.4% and HEK293 NOD2/NF-kB -11.6%.
Screening O=C(CCn1nnc(-c2cccs2)n1)NC1CCCCC1 returned human PMI inhibitors -5.8%, human PMI inhibition -6.8%, TNAP activators 1.1, XIAP antagonists -2.0%, KOR beta-arrestin-1 -2.4%, NOD1 inhibition -5.7%, KOR beta-arrestin-2 -0.4%, LYP phosphatase -9.9% and HEK293 NOD2/NF-kB -3.9%.
CCOC(=O)c1sc(NC(=O)Cc2ccc(C)cc2)nc1C was read as human PMI inhibitors 1.0%, human PMI inhibition 0.4%, TNAP activators 1.1, XIAP antagonists -4.9%, KOR beta-arrestin-1 -31.6%[20 µM], NOD1 inhibition -35.9%, KOR beta-arrestin-2 0.6%, LYP phosphatase -2.4% and HEK293 NOD2/NF-kB -12.1%.
Screening COc1ccc(S(=O)(=O)NC(C)C(=O)Nc2ccc3c(c2)OCO3)cc1OC (configuration not stated) returned KOR beta-arrestin-1 -52.5%, NOD1 inhibition -35.4%, KOR beta-arrestin-2 2.3%, LYP phosphatase -9.2% and HEK293 NOD2/NF-kB -11.5%.
`CCc1cc2cc(C)cc(C)c2nc1SCC(=O)N1CCN(C(=O)c2ccco2)CC1` gave human PMI inhibitors -7.7%, human PMI inhibition -7.0%, TNAP activators 1.1, XIAP antagonists -3.0%, KOR beta-arrestin-1 -44.4%, NOD1 inhibition -13.0%, KOR beta-arrestin-2 9.6%, LYP phosphatase -2.5% and HEK293 NOD2/NF-kB -6.8%.
For FC(F)(F)c1cnc2c(c1)Nc1ccccc1S2 the results were human PMI inhibitors -1.8%, human PMI inhibition 0.2%, TNAP activators 1.1, XIAP antagonists -2.3%, KOR beta-arrestin-1 25.3%, NOD1 inhibition 11.4%, KOR beta-arrestin-2 5.5%, LYP phosphatase -7.1% and HEK293 NOD2/NF-kB 1.2%.
For C(=N\n1cnnc1)/c1cccc(Oc2ccccc2)c1 the results were human PMI inhibitors -5.3%, human PMI inhibition -1.7%, TNAP activators 1, XIAP antagonists -5.7%, KOR beta-arrestin-1 -12.5%, NOD1 inhibition 4.7%, KOR beta-arrestin-2 -2.8%, LYP phosphatase -4.2% and HEK293 NOD2/NF-kB 6.9%.
Cc1ccc(CN2CCCN(Cc3ccc(F)cc3Cl)S2(=O)=O)cc1 was read as KOR beta-arrestin-1 10.4%, NOD1 inhibition 3.7%, KOR beta-arrestin-2 -8.1%, LYP phosphatase -10.1% and HEK293 NOD2/NF-kB 37.1%.
O=C(CN1CCN(Cc2ccccc2Cl)CC1)N/N=C/C=C/c1ccco1 was read as KOR beta-arrestin-1 22.7%, NOD1 inhibition -2.3%, KOR beta-arrestin-2 -3.2%, LYP phosphatase 2.6% and HEK293 NOD2/NF-kB 10.7%.
For COc1cccc(/C=C/C(=O)c2ccc(C)c([N+](=O)[O-])c2)c1 the results were human PMI inhibitors 1.4%, human PMI inhibition -1.5%, TNAP activators 1, XIAP antagonists -0.2%, KOR beta-arrestin-1 31.9%, NOD1 inhibition -41.4%, KOR beta-arrestin-2 0.9%, LYP phosphatase 1.3% and HEK293 NOD2/NF-kB -41.3%.
For O=C1OC(CO)CN1Cc1ccccc1 (configuration not stated) the results were KOR beta-arrestin-1 9.4%, NOD1 inhibition -3.7%, KOR beta-arrestin-2 -2.7%, LYP phosphatase -5.9% and HEK293 NOD2/NF-kB -16.4%.
`CCOC(=O)c1ccc(N/C=C/C(=O)c2ccccc2)cc1` gave human PMI inhibitors 7.0%, human PMI inhibition -0.7%, TNAP activators 1, XIAP antagonists -5.8%, KOR beta-arrestin-1 -14.3%[20 µM], NOD1 inhibition 36.8%, LYP phosphatase -6.7% and HEK293 NOD2/NF-kB -144.1%.
`C=CCn1c(=O)c(C(=O)NCc2ccc(Cl)cc2)c(O)c2ccccc21` gave KOR beta-arrestin-1 -15.9%, NOD1 inhibition 25.2%, KOR beta-arrestin-2 2.9%, LYP phosphatase -1.3% and HEK293 NOD2/NF-kB 12.6%.
`COc1cc(C(=O)Nc2ccc(NC(=O)C(C)C)nc2)cc(OC)c1OC` gave human PMI inhibitors -11.5%, human PMI inhibition 0.3%, TNAP activators 1.1, XIAP antagonists 6.3%, KOR beta-arrestin-1 8.9%, NOD1 inhibition -4.8%, KOR beta-arrestin-2 -2.6%, LYP phosphatase -9.5% and HEK293 NOD2/NF-kB 17.2%.
`COc1ccc(Cn2c(=O)sc3ccccc3c2=O)cc1` gave human PMI inhibitors 12.5%, human PMI inhibition 6.9%, TNAP activators 1.1, XIAP antagonists -18.6%, KOR beta-arrestin-1 -27.3%, NOD1 inhibition -4.7%, KOR beta-arrestin-2 7.4%, LYP phosphatase -0.2% and HEK293 NOD2/NF-kB -20.1%.
Screening CCN1CCN(c2ccc(S(=O)(=O)N3CCCCC3)cc2NC(=O)/C=C/c2cc(OC)ccc2OC)CC1 returned KOR beta-arrestin-1 22.5%, NOD1 inhibition -23.0%, KOR beta-arrestin-2 2.5%, LYP phosphatase -6.7% and HEK293 NOD2/NF-kB 25.3%.
Cc1ccc(NC(=O)Nc2c(Cl)cccc2Cl)cn1 was read as KOR beta-arrestin-1 -10.9%, NOD1 inhibition 3.4%, KOR beta-arrestin-2 5.1%, LYP phosphatase -3.3% and HEK293 NOD2/NF-kB -4.5%.
For O=C(COc1ccccc1Br)N1CCN(C(=O)c2ccco2)CC1 the results were KOR beta-arrestin-1 1.4%, NOD1 inhibition -26.1%, KOR beta-arrestin-2 0.6%, LYP phosphatase -8.5% and HEK293 NOD2/NF-kB 3.4%.
CCc1ccc(NC(=O)c2cc(C)nn2-c2ccccc2)cc1 was read as KOR beta-arrestin-1 17.1%, NOD1 inhibition -4.1%, KOR beta-arrestin-2 -3.1%, LYP phosphatase -1.5% and HEK293 NOD2/NF-kB 8.4%.
`CCCOC(=O)Nc1cc(OC)c(Cl)cc1OC` gave human PMI inhibitors -4.2%, human PMI inhibition 4.8%, TNAP activators 1.1, XIAP antagonists -2.1%, KOR beta-arrestin-1 24.6%, NOD1 inhibition -3.7%, KOR beta-arrestin-2 0.3%, LYP phosphatase -9.5% and HEK293 NOD2/NF-kB -6.1%.
CCC/C(=N\NC(=O)C1CC1)c1ccc(Br)cc1 was read as KOR beta-arrestin-1 -29.9%[20 µM], NOD1 inhibition 4.4%, LYP phosphatase -7.3% and HEK293 NOD2/NF-kB 5.6%.
`CC/C(CC(=O)C(F)(F)F)=N\NC(=O)/C(C#N)=C/N(C)C` gave human PMI inhibitors -0.8%, human PMI inhibition 3.7%, TNAP activators 1, XIAP antagonists -4.0%, KOR beta-arrestin-1 -0.1%, NOD1 inhibition -25.4%, KOR beta-arrestin-2 -2.9%, LYP phosphatase -9.7% and HEK293 NOD2/NF-kB 0.9%.
For O=C1NC(=O)C2(CCCc3ccccc32)N1 (configuration not stated) the results were KOR beta-arrestin-1 17.7%, NOD1 inhibition 7.5%, KOR beta-arrestin-2 -6.3%, LYP phosphatase -7.2% and HEK293 NOD2/NF-kB 6.3%.
`C/C(=N\NC(=O)c1nn(C)c(C)c1Br)c1cccc(NC(=O)c2ccc(F)cc2)c1` gave human PMI inhibitors 6.3%, human PMI inhibition 50.8%*, TNAP activators 1, XIAP antagonists -3.9%, KOR beta-arrestin-1 1.6%, NOD1 inhibition -0.2%, KOR beta-arrestin-2 -0.1%, LYP phosphatase -11.0% and HEK293 NOD2/NF-kB -42.1%.
`O=C(COC(=O)C1=COCCO1)Nc1ncc(C(F)(F)F)cc1Cl` gave human PMI inhibitors 0.2%, human PMI inhibition -7.4%, TNAP activators 1.1, XIAP antagonists -0.5%, KOR beta-arrestin-1 17.5%, NOD1 inhibition 9.7%, KOR beta-arrestin-2 3.9%, LYP phosphatase -9.0% and HEK293 NOD2/NF-kB 3.4%.
Cc1ccc(C2/C(=C(/O)c3ccc4c(c3)CC(C)O4)C(=O)C(=O)N2CCCn2ccnc2)cc1 (configuration not stated) was read as KOR beta-arrestin-1 -23.2%, NOD1 inhibition -21.5%, KOR beta-arrestin-2 1.2%, LYP phosphatase -9.3% and HEK293 NOD2/NF-kB -11.2%.

Bioassay records as filed in PubChem.
